Source: PubChem BioAssay
RXFP1 agonist = RXFP1 (human) receptor agonism | HEK293T-RXFP1 cAMP TR-FRET, 30 min; response scale: percent of porcine relaxin response, buffer zero | Potency, µM (highest dose often 57.5 µM), for the others: at the highest dose activation, actives largely listed as activators | 370,000 tested, 0.3% active; also: % is scaled to controls: 0 for no effect and ±100 for the full control effect; nearly all actives have a fitted effect of over 60% in size; many of its hits are not listed in these tables
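cAMP rise read by TR-FRET after 30 min, 37C compound exposure (up to 58 uM) in RXFP1-transfected HEK293 cells with Ro 20174 present. EC50 from Hill-equation fits, with 29 nM porcine relaxin as 100% and buffer as basal.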
Vif-APOBEC3F blk = blocks the Vif interaction with APOBEC3F; HeLa A3F-eYFP + Vif (tagged APOBEC3F with the HIV-1 protein that degrades it), YFP fluorescence increase; Potency, µM (series often up to 46.1 µM), inactives show top-dose activity, negative = active; 390,000 tested, 0.2% active; also: % of control where 0% means no effect; nearly all actives have a fitted effect of over 65% in size
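HeLa cells stably expressing Vif plus C-terminally eYFP-tagged A3F were seeded, incubated overnight at 37 deg C, dosed with compound, incubated overnight again at 37 deg C. Yellow fluorescence (Ex 488/Em 500-530) reported blocked Vif-mediated A3F-eYFP degradation.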
IDH1 R132H inh = inhibitors of human mutant IDH1 R132H | O75874 | IDH1-R132H enzyme, NADPH consumption, diaphorase/resazurin fluorescence | Potency, µM (highest dose often 76.6 µM), without a hit: at the highest dose activity change, negative = inhibition, most hits filed as inhibitors | 390,000 tested, 0.093% active | AID 602179; also: % is scaled to controls: 0 for no effect and ±100 for the full control effect; nearly all actives have a fitted effect of over 65% in size
Target sequence (O75874 whole entry R132H, stated change not applied): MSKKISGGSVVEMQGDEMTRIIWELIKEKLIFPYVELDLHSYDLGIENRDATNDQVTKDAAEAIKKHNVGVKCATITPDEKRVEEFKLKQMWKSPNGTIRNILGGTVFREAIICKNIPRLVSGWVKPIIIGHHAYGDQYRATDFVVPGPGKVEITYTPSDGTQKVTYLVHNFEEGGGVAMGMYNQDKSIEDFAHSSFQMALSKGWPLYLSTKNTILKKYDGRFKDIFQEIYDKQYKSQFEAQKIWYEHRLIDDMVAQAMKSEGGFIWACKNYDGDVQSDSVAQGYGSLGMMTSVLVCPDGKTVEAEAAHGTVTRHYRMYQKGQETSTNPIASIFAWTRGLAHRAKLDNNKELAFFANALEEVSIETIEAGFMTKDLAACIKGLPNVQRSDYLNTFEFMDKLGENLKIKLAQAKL
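IDH1-R132H (0.5 ug/mL dispensed) in pH 7.5 Tris buffer was preincubated 30 min with compound, then given a substrate mix of 0.016 mM NADPH and 2 mM alpha-KG for 80 min at room temperature; remaining NADPH was read by diaphorase/resazurin fluorescence.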
USP1 inh = inhibitors of human USP1/UAF1 deubiquitinase; 390,000 tested, 0.23% active; recombinant USP1/UAF1, Ub-Rhodamine cleavage fluorescence; Potency, µM (highest dose often 57.1 µM), inactives show at the top dose activity change, negative = inhibition, hits mostly inhibitors; O94782; AID 743255; also: % is scaled to controls: 0 for no effect and ±100 for the full control effect; nearly all actives have a fitted effect of over 60% in size; inactives centre near -12
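Step one: compound is pinned into 1nM USP1/UAF1 in HEPES pH 7.8 buffer with TCEP. Step two: 15 min room-temperature incubation. Step three: Ub-Rho (150nM final) starts cleavage, tracked by fluorescence over six one-minute reads.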
TrxR1 substrate = rat thioredoxin reductase 1 substrate activity. purified TrxR1 substrate turnover, NADPH consumption readout. 390,000 tested, 0.01% active. O89049. Potency, µM (titrated, usually from 114 µM), inactives show at the highest dose activity change, negative = substrate turnover; also: % is scaled to controls: 0 for no effect and ±100 for the full control effect; nearly all actives have a fitted effect of over 50% in size
Target sequence (O89049 whole entry, looked up): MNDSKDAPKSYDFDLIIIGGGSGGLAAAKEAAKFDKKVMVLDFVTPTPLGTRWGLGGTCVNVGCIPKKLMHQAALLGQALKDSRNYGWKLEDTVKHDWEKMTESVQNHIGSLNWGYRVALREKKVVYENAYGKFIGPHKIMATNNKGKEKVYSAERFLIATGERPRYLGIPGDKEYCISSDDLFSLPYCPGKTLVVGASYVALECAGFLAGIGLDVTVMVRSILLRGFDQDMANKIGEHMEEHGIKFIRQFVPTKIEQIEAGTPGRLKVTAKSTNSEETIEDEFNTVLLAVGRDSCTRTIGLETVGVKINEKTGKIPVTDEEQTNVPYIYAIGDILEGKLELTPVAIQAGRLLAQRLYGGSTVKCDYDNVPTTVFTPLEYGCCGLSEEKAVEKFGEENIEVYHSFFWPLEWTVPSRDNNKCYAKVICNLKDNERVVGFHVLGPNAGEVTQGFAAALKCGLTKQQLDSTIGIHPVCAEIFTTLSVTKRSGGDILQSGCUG
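Rat TrxR1, dispensed at 90 nM, was prereduced with 400 uM NADPH (final) for 5 min at ~22 deg C, then incubated with compound 15 min before 400 uM selenite. A first-read NADPH fluorescence drop versus no-compound background flagged substrates.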
rTrxR1 inhibitor = inhibitors of rat thioredoxin reductase 1; O89049; recombinant rTrxR1, NADPH fluorescence consumption, selenite substrate; Potency, µM (top dose mostly 114 µM), without a hit: top-dose activity change, negative = inhibition, usual class: inhibitors; 390,000 tested, 1% active; AID 588453; also: % is scaled to controls: 0 for no effect and ±100 for the full control effect; nearly all actives have a fitted effect of over 65% in size
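Rat TrxR1 (90 nM in the dispensed reagent) was pre-reduced with 400 uM NADPH for 5 min at room temperature, then incubated with compound for 15 min. After 400 uM selenite was added, NADPH fluorescence (Ex 340/Em 450 nm) was followed for 8 min.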
Vif-APOBEC3G blk = blocks the Vif interaction with human APOBEC3G | Q9HC16 | HeLa A3G-eYFP + Vif (tagged APOBEC3G with the HIV-1 protein that degrades it), YFP fluorescence, overnight | Potency, µM (highest dose often 46.1 µM), without a hit: top-dose activity, negative = active, actives largely listed as inhibitors | 410,000 tested, 0.076% active;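 also: % is scaled to controls: 0 for no effect and ±100 for the full control effect; nearly all actives have a fitted effect of over 60% in size; hits raise eYFP signal because A3G escapes Vif-driven loss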
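Read-out is eYFP fluorescence (Ex 488/Em 500-530) from Vif-expressing HeLa A3G-eYFP cells; more signal means A3G escaped Vif-mediated degradation. Cells plated overnight, compound pinned in, incubated overnight at 37 deg C.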
RGS4 inhibitor = inhibitors of human regulator of G protein signaling 4; 390,000 tested, 0.039% active; AID 504845; Transcreener GDP fluorescence polarization, RGS4-accelerated GTP hydrolysis; Potency, µM (highest dose often 114 µM), without a hit: at the top dose activity change, negative = inhibition, most hits filed as inhibitors; also: % is scaled to controls: 0 for no effect and ±100 for the full control effect; nearly all actives have a fitted effect of over 75% in size; some results filed as inactive show a strong effect at the top dose
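MLSMR compounds (23 nl, pin-transferred) preincubated 10 min at room temperature with a 500nM (2x) first reagent, then RGS4 at 900nM (2x) plus Transcreener GDP mix added; fluorescence polarization (620/688 nm) read before and after 90 min at 30 °C.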
ALOX12 inh = inhibitors of human 12S-lipoxygenase ALOX12 | Potency, µM (highest dose often 108 µM), inactives show at the top dose activity change, negative = inhibition, actives largely listed as inhibitors | 580,000 tested, 1.1% active | AID 1671190 | purified 12hLO, xylenol orange hydroperoxide absorbance; also: % is scaled to controls: 0 for no effect and ±100 for the full control effect
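Purified human 12hLO at 150 nM in 25 mM Hepes, 0.01% Triton X-100, pH 7.0, preincubated 15 min at room temperature with compound. Reaction started with 40 uM arachidonic acid, 30 min at room temperature. Hydroperoxide measured by Fe-xylenol orange, 573/405 nm absorbance ratio.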
* marks the source's active call; other numbers are inactive results; [ ] = dose if it differs, or a comment. Calls follow the shape of the dose curve; as a rule, active = well fitted curve in the direction sought with a large enough effect; inconclusive = small, poorly fitted or top-dose-only effect, or another doubt; inactive = no such curve, though single readings can be large; an effect the other way counts as inactive or inconclusive. Potency is read from the fitted curve at half-maximal effect.

Screening CCN(c1cccc2ccccc12)S(=O)(=O)c1cccs1 returned Vif-APOBEC3F blk -10.3%, IDH1 R132H inh 9.2%, USP1 inh inconclusive, TrxR1 substrate -1.3%, rTrxR1 inhibitor -9.7%, Vif-APOBEC3G blk -6.3%, RGS4 inhibitor -20.0% and ALOX12 inh -7.8%.
CCCNC(=O)NC(=O)CSc1nc2ccccc2c(=O)n1Cc1ccncc1 was read as RXFP1 agonist 2.5%, Vif-APOBEC3F blk -2.9%, IDH1 R132H inh 6.7%, USP1 inh -0.4%, TrxR1 substrate -6.3%, rTrxR1 inhibitor -1.3%, Vif-APOBEC3G blk -1.1%, RGS4 inhibitor 12.8% and ALOX12 inh 0.0%.
Screening Cc1ccc(C(=O)NC(=S)Nn2cnnc2)cc1 returned RXFP1 agonist -0.3%, Vif-APOBEC3F blk 3.4%, IDH1 R132H inh 8.4%, USP1 inh -8.7%, TrxR1 substrate -5.5%, rTrxR1 inhibitor -27.2%, Vif-APOBEC3G blk 1.7%, RGS4 inhibitor -41.9% and ALOX12 inh inconclusive.
Screening CCC(=O)N1CCc2cc(S(=O)(=O)CCC(=O)Nc3ccc(CC)cc3)ccc21 returned RXFP1 agonist 1.2%, Vif-APOBEC3F blk 5.1%, IDH1 R132H inh 0.7%, USP1 inh -17.8%, TrxR1 substrate 1.2%, rTrxR1 inhibitor 0.5%, Vif-APOBEC3G blk -1.9%, RGS4 inhibitor -8.6% and ALOX12 inh 0.0%.
For COC(=O)CN1C(=O)C(C)=C(c2ccc(C)cc2)S1(=O)=O the results were RXFP1 agonist -0.2%, Vif-APOBEC3F blk -2.4%, IDH1 R132H inh 7.5%, USP1 inh -11.3%, TrxR1 substrate 14.4%, rTrxR1 inhibitor 2.6%, Vif-APOBEC3G blk -6.5%, RGS4 inhibitor -16.6% and ALOX12 inh -25.6%.
For Cc1c(O)ccc2c(CN3CCN(C/C=C/c4ccccc4)CC3)cc(=O)oc12 the results were RXFP1 agonist 6.2%, Vif-APOBEC3F blk 1.5%, IDH1 R132H inh -4.7%, USP1 inh -3.4%, TrxR1 substrate 56.4%[activator], rTrxR1 inhibitor 7.8%, Vif-APOBEC3G blk -0.4%, RGS4 inhibitor -3.5% and ALOX12 inh -23.4%.
Screening Oc1ccc2ccccc2c1CNc1ccc(Br)cc1 returned RXFP1 agonist -4.2%, Vif-APOBEC3F blk -7.5%, IDH1 R132H inh 13.4%, USP1 inh -10.5%, TrxR1 substrate 1.3%, rTrxR1 inhibitor 28.2µM*, Vif-APOBEC3G blk -2.1%, RGS4 inhibitor inconclusive and ALOX12 inh 3.55µM*.
Screening Cc1cc(C(=O)N2CC(C)CC(C)C2)n(-c2ccccc2)n1 (stereo not given) returned RXFP1 agonist 1.5%, Vif-APOBEC3F blk -7.0%, IDH1 R132H inh -4.7%, USP1 inh -14.3%, TrxR1 substrate -3.5%, rTrxR1 inhibitor -0.1%, Vif-APOBEC3G blk 0.0%, RGS4 inhibitor 12.0% and ALOX12 inh 1.6%[57.4 µM].
For COc1cc(/C=N/n2c(SC)nnc(C(C)(C)C)c2=O)ccc1O the results were RXFP1 agonist 2.1%, Vif-APOBEC3F blk -6.7%, IDH1 R132H inh -0.9%, USP1 inh -12.6%, TrxR1 substrate 1.4%, rTrxR1 inhibitor 11.8%, Vif-APOBEC3G blk 1.6%, RGS4 inhibitor -1.4% and ALOX12 inh 0.0%.
`COc1ccc(CCNC(=O)CSc2nc(-c3ccc(OC)c(OC)c3)ccc2C#N)cc1` gave RXFP1 agonist 4.3%, Vif-APOBEC3F blk -22.8%, IDH1 R132H inh 0.3%, USP1 inh 0.4%, TrxR1 substrate 88.0%[activator], rTrxR1 inhibitor 33.6%[activator], Vif-APOBEC3G blk -5.7%, RGS4 inhibitor -16.0% and ALOX12 inh inconclusive.
`Cc1cc(=O)[nH]c(SCCOc2cccc(C(F)(F)F)c2)n1` gave RXFP1 agonist 1.6%, Vif-APOBEC3F blk -10.5%, IDH1 R132H inh 31.0%[activator], USP1 inh -10.6%, TrxR1 substrate -12.0%, rTrxR1 inhibitor 6.5%, Vif-APOBEC3G blk -0.9%, RGS4 inhibitor -14.2% and ALOX12 inh 9.6%.
Screening N#CCc1ccc(NC(=O)c2cc(S(=O)(=O)N3CCOCC3)ccc2Cl)cc1 returned RXFP1 agonist 2.6%, Vif-APOBEC3F blk -1.0%, IDH1 R132H inh 4.7%, USP1 inh -2.6%, TrxR1 substrate -8.0%, rTrxR1 inhibitor -11.9%, Vif-APOBEC3G blk 3.1%, RGS4 inhibitor 26.3% and ALOX12 inh 2.5%.
`CC1(C(=O)Nc2cccc(C(F)(F)F)c2)Cc2ccccc2C(=O)O1` (stereo not given) gave RXFP1 agonist -1.7%, Vif-APOBEC3F blk 2.9%, IDH1 R132H inh -1.5%, USP1 inh -31.2%, TrxR1 substrate -0.7%, rTrxR1 inhibitor 6.0%, Vif-APOBEC3G blk -3.5%, RGS4 inhibitor -7.3% and ALOX12 inh -14.9%.
Cc1c(O[C@@H]2O[C@H](CO)[C@@H](O)[C@H](O)[C@H]2O)c(CO)c(O[C@@H]2O[C@H](CO)[C@@H](O)[C@H](O)[C@H]2O)c2c1O[C@@H](c1ccccc1)C[C@@H]2O was read as Vif-APOBEC3F blk 3.4%, IDH1 R132H inh 0.1%[38.3 µM], USP1 inh -6.7%, TrxR1 substrate 14.6%[2.29 µM], rTrxR1 inhibitor 36.3%[activator], Vif-APOBEC3G blk 4.7%, RGS4 inhibitor 27.1% and ALOX12 inh -6.3%.
Screening COc1ccc(OCC(O)CNC(=O)c2ccc(C)cc2)cc1 (stereo not given) returned RXFP1 agonist 0.6%, Vif-APOBEC3F blk 0.1%, IDH1 R132H inh 4.5%, USP1 inh -2.6%, TrxR1 substrate -5.4%[57.1 µM], rTrxR1 inhibitor -3.8%[57.1 µM], Vif-APOBEC3G blk 4.1%, RGS4 inhibitor 8.2% and ALOX12 inh 284.4%[activator].
Screening O=C(Nc1ccc2c(c1)OCO2)c1ccc(CO)cc1 returned RXFP1 agonist -0.5%, Vif-APOBEC3F blk -1.5%, IDH1 R132H inh 16.6%, USP1 inh -21.6%, TrxR1 substrate 5.1%, rTrxR1 inhibitor 14.1%, Vif-APOBEC3G blk 3.1%, RGS4 inhibitor -3.6% and ALOX12 inh 16.7%.
Screening O=S(O)OC1CS(=O)(=O)CC1c1ccccc1 (stereo not given) returned RXFP1 agonist 3.0%, Vif-APOBEC3F blk -1.6%, IDH1 R132H inh -15.3%, USP1 inh -3.4%, TrxR1 substrate -8.2%, rTrxR1 inhibitor -1.0%, Vif-APOBEC3G blk 1.8%, RGS4 inhibitor 3.8% and ALOX12 inh 33.7%[activator].
COC(=O)c1ccc(C(=O)OC)c(=O)[nH]1 was read as RXFP1 agonist -4.9%, Vif-APOBEC3F blk -0.6%, IDH1 R132H inh 2.5%, USP1 inh -4.2%, TrxR1 substrate 113.8%[activator], rTrxR1 inhibitor 20.4%, Vif-APOBEC3G blk -2.4%, RGS4 inhibitor 1.0% and ALOX12 inh 0.5%.
Screening CCN(CC(=O)Nc1c(F)cccc1F)C(=O)C1Cc2ccccc2CN1S(=O)(=O)CC (stereo not given) returned RXFP1 agonist -0.5%, Vif-APOBEC3F blk 0.6%, IDH1 R132H inh 3.8%, USP1 inh -21.5%, TrxR1 substrate -2.2%, rTrxR1 inhibitor 11.2%, Vif-APOBEC3G blk 1.5%, RGS4 inhibitor -11.3% and ALOX12 inh -10.6%.
Screening Cc1ccccc1NC(=S)NC(NC(=O)N(C)C)C(Cl)(Cl)Cl (stereo not given) returned RXFP1 agonist -2.4%, Vif-APOBEC3F blk -0.2%, IDH1 R132H inh 0.3%, USP1 inh -4.0%, TrxR1 substrate 9.4%[57.1 µM], rTrxR1 inhibitor inconclusive, Vif-APOBEC3G blk -0.9%, RGS4 inhibitor -22.6% and ALOX12 inh inconclusive.
For Cc1cccc(CC2CC(=O)N(C3CCCCC3)C2=O)c1 (stereo not given) the results were RXFP1 agonist -0.3%, Vif-APOBEC3F blk -9.7%, IDH1 R132H inh 7.2%, USP1 inh -17.5%, TrxR1 substrate -5.3%, rTrxR1 inhibitor 4.7%, Vif-APOBEC3G blk -2.3%, RGS4 inhibitor -28.5% and ALOX12 inh 6.0%.
`Cc1nc(SCC(=O)N2CCN(c3ccccc3)CC2)n[nH]1` gave RXFP1 agonist -0.6%, Vif-APOBEC3F blk 1.3%, IDH1 R132H inh 6.7%, USP1 inh -20.0%, TrxR1 substrate 8.7%[57.1 µM], rTrxR1 inhibitor 25.4%[57.1 µM], Vif-APOBEC3G blk 0.2%, RGS4 inhibitor -6.0% and ALOX12 inh 1.0%.

The list is partial (hit frequency here may not be typical).
